Yp Topo-I inh: inhibitors of Yersinia pestis topoisomerase I. activity, % at 10 µM. Y. pestis Topo-I cleavage product accumulation, plate reader. 360,000 compounds, 0.064% hits. AID 504884; in the data active = activity above about 50%, passing the limit was not always enough; inconclusive = no clear call, values can overlap the other calls; also: inactives centre near 2
TcdB GH inh: TcdB glycohydrolase inhibition; inhibition, % at 9.99 µM; 350,000 compounds, 0.24% hits; P18177; TcdB glycohydrolase enzymatic assay, plate reader; in the data active = inhibition above about 10%
SARS 3CLpro inh: SARS-CoV 3CLpro protease inhibition; 290,000 compounds, 0.14% hits; inhibition, % at 6 µM; P0C6X7; recombinant SARS-CoV 3CLpro, quenched FRET peptide cleavage; AID 1706; in the data active = inhibition above about 12%
Rv3671c protease: Rv3671c (M. tuberculosis) protease inhibition; P9WHR9; inhibition, % at 5.96 µM; AID 2606; 320,000 compounds, 0.048% hits; in the data active = inhibition above about 38%;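 also: extracellular domain of Rv3671c used as enzyme; 0% = enzyme with DMSO and 100% = no enzyme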
Target sequence (P9WHR9 whole entry, looked up, the tested form may be a part): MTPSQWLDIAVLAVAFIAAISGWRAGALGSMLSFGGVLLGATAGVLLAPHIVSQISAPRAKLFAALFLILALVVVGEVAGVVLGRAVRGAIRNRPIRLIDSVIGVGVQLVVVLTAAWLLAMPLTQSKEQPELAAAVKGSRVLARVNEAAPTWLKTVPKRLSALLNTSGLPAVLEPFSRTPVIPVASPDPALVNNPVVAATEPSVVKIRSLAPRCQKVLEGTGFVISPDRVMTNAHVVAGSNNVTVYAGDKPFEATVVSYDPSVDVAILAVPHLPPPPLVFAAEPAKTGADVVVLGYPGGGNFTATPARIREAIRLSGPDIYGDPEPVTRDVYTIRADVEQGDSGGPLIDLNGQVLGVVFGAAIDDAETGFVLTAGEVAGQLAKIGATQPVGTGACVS
PriA SSB inh: blocks PriA binding to SSB C-terminal tail | inhibition, % at 33 µM | 430,000 compounds, 0.6% hits | AlphaScreen SSBct-PriA binding, biotinylated peptide; in the data active = inhibition mostly above about 37%, no sharp cut-off; inactive = mostly below about 20%;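 also: plate controls were negative control peptide for no effect and reference peptide for full effect; strong numbers were not always called active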
Anthrax LF inh2: anthrax lethal factor protease inhibition; inhibition, % at 10 µM; P15917; AID 588501; multiplex microsphere protease cleavage assay, LF; 360,000 compounds, 0.12% hits; in the data active = inhibition above about 30%; inconclusive = no clear call, values can overlap the other calls; also: plate controls were buffer without enzyme for full effect and enzyme alone for no effect
PfHsp40 rescue: rescue of PfHsp40-mediated yeast toxicity; S. cerevisiae expressing PfHsp40, growth rescue, ATP luminescence; growth rescue, % at 12.5 µM; 340,000 compounds, 0.68% hits; in the data active = growth rescue above about 28%, passing the limit was not always enough; inconclusive = no clear call, values can overlap the other calls;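 also: yeast W303a lacking pdr1 and pdr3 grown in galactose medium; growth measured after three days at 30 °C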
MazEF act: increases E. coli MazEF RNase cleavage of RNA | 350,000 compounds, 0.32% hits | P0AE70 | activation, % at 20 µM | AID 504720 | FAM/BHQ RNA-DNA oligo cleavage fluorescence, 5 h; in the data active = activation above about 50%
Target sequence (P0AE70 whole entry, looked up): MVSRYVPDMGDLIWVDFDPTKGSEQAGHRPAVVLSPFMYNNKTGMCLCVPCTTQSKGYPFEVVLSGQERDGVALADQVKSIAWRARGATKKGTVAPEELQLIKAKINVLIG
Vc quorum ag: induces V. cholerae light production without autoinducers; V. cholerae BH1578 lux reporter, luminescence, 6 h; activation, % at 18.7 µM; 350,000 compounds, 0.16% hits; in the data active = activation mostly above about 9.7%, no sharp cut-off; inconclusive = no clear call, values can overlap the other calls; inactive = mostly below about 3.7%; also: not every result past the cut was called active; inactives centre near 0; reference of the scale not given here
DUSP3 inh: DUSP3 (human) phosphatase inhibition; P51452; recombinant VHR phosphatase, pNPP absorbance; inhibition, % at 13.3 µM; 290,000 compounds, 0.52% hits; AID 1654; in the data active = inhibition above about 50%; also: some compounds called inactive have numbers as strong as hits
Target sequence (P51452 whole entry, looked up): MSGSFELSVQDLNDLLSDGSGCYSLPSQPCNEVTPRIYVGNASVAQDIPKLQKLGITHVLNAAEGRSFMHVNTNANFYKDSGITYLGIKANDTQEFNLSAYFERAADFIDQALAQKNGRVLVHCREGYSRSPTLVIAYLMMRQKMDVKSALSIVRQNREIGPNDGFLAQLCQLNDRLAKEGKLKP
The depositor's hits bear a star; i = inactive; ? = inconclusive; · = no result given; + = active, no number; & = joins results of further samples. A portion of the library; rates above refer to the full screens.

Compound	SARS 3CLpro inh	PfHsp40 rescue	PriA SSB inh	Rv3671c protease	DUSP3 inh	Yp Topo-I inh	TcdB GH inh	Anthrax LF inh2	MazEF act	Vc quorum ag
CC(C)C(c1nnnn1Cc1cccs1)N1CCN(C2CCCC2)CC1 (stereo unspecified)	8	0.5	0	-1	16	2	·	-2	9	i
CC1CCN(C(=O)CN2C(=O)C(=O)c3ccccc32)CC1	1	-0.5	-9	3	17	-2	·	-6	1	-0.3
O=C(C1=C[C@@H](c2ccc3c(c2)OCO3)C[C@@H](OCc2ccc(CO)cc2)O1)N1CCOCC1	1	-1.2	-8	3	12	13	0.2	-1	2	-0.7
CC1(C(=O)NCCc2ccccc2)Cc2c(-c3ccccc3)ccnc2O1 (stereo unspecified)	·	·	·	·	·	-1	-4.1	-1	·	-0.6
COc1ccc(CCNC(=O)CCc2nc3sc4c(c3c(=O)[nH]2)CCCC4)cc1	2	-0.6	6	-24	32	28	-0.4	-4	-7	2.5
COc1ccc(CNC2CCCc3ccccc32)c(OC)c1 (stereo unspecified)	1	-0.3	-4	·	27	-8	0.3	-11	-3	-0.4
Cc1cc(C)n(C2=NS(=O)(=O)c3ccccc32)n1	-2	-1.2	-10	6	8	9	-0.9	5	4	i
CC(=C/c1ccccc1)/C=N/N1CCN(Cc2ccc(C)cc2)CC1	-2	-0.4	i	3	26	22	0.2	·	-4	i
COc1ccccc1N1CCN(S(=O)(=O)c2cc(C(F)(F)F)cc(C(F)(F)F)c2)CC1	5	-0.7	-2	1	-1	-9	0.2	-8	-2	i
COC(=O)Nc1ccc(S(=O)(=O)N(CCO)CC(F)(F)C(F)F)cc1	-3	-0.4	-4	-14	9	-9	·	-4	-3	i
COc1cccc(/C=N/NC(=O)c2cc3c(OC)c(OC)ccc3[nH]2)c1OC	2	1.7	·	·	-7	-19	-0.1	-3	1	-0.3
CCN(Cc1ccc2c(c1)OCO2)C(=O)/C=C/c1cccc(Br)c1	3	3.5	-17	2	36	?	0.7	3	7	i
C=C(C)C(=O)N1CC2(CC(c3cccc(NC(=O)c4ccccc4)c3)=NO2)C[C@@H]1C(N)=O (stereo partly specified)	2	-1.1	-2	-2	-12	5	1.2	1	-1	0.6
CC(=O)c1nn(-c2cccc(Br)c2)cc1C(=O)c1ccccc1	6	-1.3	-5	12	14	10	·	·	-9	-0.2
CC(C)(SC(=S)N1CCOCC1)C(=O)O	5	-1.5	-18	1	28	0	·	-3	3	-0.1
COC(=O)C1=C(C)N(C)C(=O)/C1=C\c1cccs1	0	-1.4	-2	-4	31	-2	·	-4	7	-0.3
CCOc1ccc(Oc2c(C)oc3cc(O)ccc3c2=O)cc1	3	0.3	2	-8	-6	-2	-0.4	4	9	-8.7
C[C@H](NC(=O)c1nc[nH]c1C(=O)NCC(=O)OC(C)(C)C)C(=O)OCc1ccccc1	-4	-0.5	-2	-6	20	23	1.4	-5	-2	-0.4
Cc1cc(O)c(NC(=O)c2ccc(Br)o2)cc1C	-2	-0.5	-14	-5	13	0	·	-4	3	1.9
COc1cccc(N=C2SC(C(=O)Nc3ccc(F)cc3)CC(=O)N2C)c1 (stereo unspecified)	3	1.7	2	7	7	0	·	9	5	-2.0
O=C(COC(=O)CSc1cc(Cl)ccc1Cl)NCc1ccc2c(c1)OCO2	6	-0.8	-24	-3	23	18	1.0	0	1	i
CC(=O)c1cc(-c2ccccc2)n(CC(=O)NC2CCCC2)c1C	4	0.9	-10	-5	-5	1	·	-2	1	-0.9
CN1CCN(CCP(=O)(c2ccccc2)c2ccccc2)CC1	-2	0.1	-4	-1	1	-2	·	-4	4	-0.3
CCN(C(=O)CN1CCN(C)CC1)c1c(N)n(Cc2ccccc2)c(=O)[nH]c1=O	·	-2.4	-3	6	·	-1	0.3	-4	5	-0.6
COCCOC(=O)c1c(C)oc2ccc(OC(=O)c3cccs3)cc12	4	0.7	-54	-11	17	18	·	3	3	i
O=C(NNc1ccc([N+](=O)[O-])cc1)C1CC2CCCC(C1)C2=O (stereo unspecified)	5	-0.4	-6	12	5	-8	·	-2	-6	-0.4
Cc1oc(-c2cccc(Cl)c2)nc1CS(=O)(=O)CC(=O)NC1CC1	-3	-0.4	-12	1	9	-4	2.5	4	-6	i
COc1ccc(CN2CCN(Cc3ccc(CO)o3)CC2CCO)cc1C (stereo unspecified)	-3	0.1	-3	-6	38	3	-4.7	-5	8	-1.2
Cc1cccc(OCC(=O)NNC(=O)CSc2ncc(C#N)c(N)n2)c1	6	-1.1	-10	1	13	10	·	-20	1	3.8
COC(=O)CSc1cc(C)nc2ccc(OC)cc12	-2	-0.4	-25	-1	10	7	·	0	-1	i
CSc1nsc2nc(=O)c(/C=C3\C(C)=Nc4ccccc43)c(N)n12	2	1.2	·	·	92	-7	-2.7	-4	5	0.5
CSc1ccc(/C=N/n2c(C)cc(C)cc2=O)cc1	-3	-0.5	·	-1	15	2	·	0	4	-1.4
CSc1ccc(CN2CCC(C)(Oc3ccc4ccccc4c3)C2)cc1 (stereo unspecified)	·	·	·	·	·	13	1.0	-11	·	-0.9
C=CCN1C(=O)CS/C1=N/c1nccs1	-7	1.0	·	1	9	5	0.4	-2	3	-0.1
CCOc1ccc(-n2c(-c3ccc(Br)cc3)c[n+]3c2CCCCC3)cc1	-2	·	-46	-7	8	3	1.7	-2	9	-0.4
CC(C)(C)c1ccc(S(=O)(=O)Nc2cccnc2)cc1	1	0.0	-14	-4	5	4	·	2	10	-0.2
C=CCOC(=O)C(=O)/C=C/c1c(C)n(C)n(-c2ccccc2)c1=O	6	0.3	-10	1	35	-7	0.1	-6	13	i
COc1cc(/C=C/C(=O)OCC(=O)NC(=O)C2COc3ccccc3O2)ccc1OC(F)F (stereo unspecified)	·	-0.8	3	2	·	-3	2.9	4	-6	i
CCOc1ccc(N2C(=O)CC(N(CCc3ccc(S(N)(=O)=O)cc3)C(C)=O)C2=O)cc1 (stereo unspecified)	-3	0.7	6	3	21	6	-0.5	-2	4	-0.7
COc1cccc(C(=O)Nc2ccc3c(cc2=O)[C@@H](NC(C)=O)CCc2cc(OC)c(OC)c(OC)c2-3)c1	4	-0.4	-7	-20	-13	21	·	8	8	i

Part of the list above, with two lines to a compound.
Below each compound: SARS 3CLpro inh, PfHsp40 rescue, PriA SSB inh, Rv3671c protease, DUSP3 inh, Yp Topo-I inh, TcdB GH inh, Anthrax LF inh2, MazEF act, Vc quorum ag
- COc1cccc(C(=O)Nc2ccc3c(cc2=O)[C@@H](NC(C)=O)CCc2cc(OC)c(OC)c(OC)c2-3)c1
→ 4, -0.4, -7, -20, -13, 21, ·, 8, 8, i
- C[C@H](NC(=O)c1nc[nH]c1C(=O)NCC(=O)OC(C)(C)C)C(=O)OCc1ccccc1
→ -4, -0.5, -2, -6, 20, 23, 1.4, -5, -2, -0.4

The list goes on.
Compound	SARS 3CLpro inh	PfHsp40 rescue	PriA SSB inh	Rv3671c protease	DUSP3 inh	Yp Topo-I inh	TcdB GH inh	Anthrax LF inh2	MazEF act	Vc quorum ag
CNC(=O)Oc1cccc(-c2cn3cc(OC(=O)NC)ccc3n2)c1	-1	-0.2	6	-6	-5	-1	7.1	-2	9	i
NC(=O)C1CCN(C(=O)CN(c2cccc(Cl)c2)S(=O)(=O)c2ccccc2)CC1	0	-2.4	-3	-6	6	-7	2.9	-5	7	i
Cc1ccc(NC(=O)OCCN2CCN(Cc3ccccc3)CCC2=O)cc1	-2	0.0	2	-2	4	14	0.0	6	6	-0.6
CCCSc1nsc(N)n1	1	-2.0	11&-1	0	23	-11	-0.1	-2	0	0.0
O=C(Nc1ccc(F)cc1)C1CCCO1 (stereo unspecified)	1	-1.1	-9	0	4	14	-0.8	0	5	-0.2
CCNC(=S)N/N=C(\C)c1ccc2ccccc2c1OC(F)F	1	62*	·	-2	11	20	0.9	-9	3	3.4
COc1cc(NC2c3ccccc3C(=O)N2Cc2ccccc2Cl)cc(OC)c1OC (stereo unspecified)	-2	-0.1	-6	0	13	4	0.8	0	-2	i
COCOCCn1cc(CN2CCS(=O)(=O)N(Cc3ccc(-c4ccc(F)cc4)cc3)C(C(C)C)C2=O)nn1 (stereo unspecified)	·	·	·	·	·	3	1.7	1	9	0.0
Cc1c(C(=O)OCC(=O)N(C)CC(=O)Nc2ccc(F)cc2)oc2ccccc12	·	-1.5	-4	3	·	2	0.4	·	4	-0.3
Cc1nc(C(F)(F)F)ccc1C(=O)N1CCC1(C)C(=O)NS(=O)(=O)c1cccc(C#N)c1 (stereo unspecified)	·	·	·	·	·	-3	6.6	3	·	-0.4
COC(=O)Cc1ccc(OCC(=O)NC2CCCC2)cc1	·	-0.8	-11	·	·	3	1.6	-3	-5	0.7
COc1ccccc1N1CCN(/N=C/C=C/c2ccccc2[N+](=O)[O-])CC1	0	0.2	+	-4	50*	5	2.2	·	4	i
CC(=O)Nc1ccc(NC(=O)C(C)OC(=O)CNS(=O)(=O)c2cccc(Cl)c2)cc1 (stereo unspecified)	5	-2.1	-18	2	15	2	2.9	-4	0	i
Cc1cc(C)c2[nH]c(=S)cc(C)c2c1	4	-1.7	-12	-7	-10	5	·	-2	0	-0.2
Cc1cccc(NC(=O)c2csnn2)n1	1	3.3	-6	5	23	10	0.9	-3	10	-0.6
Cc1cccc(CC(=O)Nc2c3c(nn2-c2cccc(Cl)c2)CS(=O)C3)c1 (stereo unspecified)	2	0.3	-22	-3	18	3	·	-5	0	i
Cc1noc(C)c1COC(=O)c1ccc2ccccc2n1	-1	-0.7	-1	-17	8	-3	·	2	0	1.7
CCc1nc2c(OCc3ccc(Cl)cc3)cccn2c1N(C)C(=O)c1ccccc1F	·	·	·	·	·	23	2.5	-2	·	i
Cc1cc(CN2CCCCC2)oc1C(=O)O	0	-0.9	-9	-8	35	-3	0.8	-1	1	1.7
CCCCCCCCN=Cc1c(O)[nH]c(=O)[nH]c1=O	5	-0.1	-12	7	29	5	-0.2	-28	6	i
O=C1OCCN1CC(=O)N1CCc2c([nH]c3ccccc23)C1c1ccccn1 (stereo unspecified)	0	0.2	-8	-3	20	-7	0.5	0	4	i
CCc1cccc2sc(N3CCN(C(=O)c4ccc([N+](=O)[O-])o4)CC3)nc12	·	39*	36	-7	·	25	·	4	1	-2.8
Cn1c(=NC(=O)CN2C(=O)C3CC=CCC3C2=O)sc2ccccc21 (stereo unspecified)	-1	-1.5&0.1	-1&-3	4	15	3&6	1.6	13&-2	-1&1	·
COc1cc(C2C(C(=O)N3CCOCC3)=C(C)NC3=C2C(=O)CCC3)ccc1OC(C)=O (stereo unspecified)	0	0.9	7	-3	-5	4	0.4	0	2	i
COc1c(OC(C)=O)ccc(/C=C/c2ccc3cccc(OC)c3n2)c1[N+](=O)[O-]	3	-2.0	19	-9	0	32	·	0	-11	-0.7
Cc1ccc2nc(NC(=O)CSc3ncnc4c3oc3ccccc34)sc2c1	3	-0.2	-8&-3	·	-2	3	0.9	-7	-74	-0.2
Cc1cc(C)cc(NC(=O)CN2CCC(NC(=O)c3cccc(F)c3)CC2)c1	2	-1.1	-12	1	-15	8	0.5	0	-1	i
COc1ccc([C@H]2CC(=O)C=C(c3cc(Cl)ccc3OC)C2)cc1	·	7.0	-9	-7	·	2	0.8	-9	3	i
CCSc1ccc(-c2cc(NC=O)c3ncc(-c4cccc(C(=O)NCCN(C)C)c4)n3c2)cc1	·	·	·	·	·	-24	-7.6	-2	·	i
COc1cccc(NC(=O)C2(C)CCCN(C(C)C)C2)c1 (stereo unspecified)	·	·	·	·	·	5	-0.4	-4	·	-0.4
COCCn1c(-c2ccccc2)cnc1SCC(=O)Nc1cccc2ccccc12	4	2.6	69	-3	-2	-6	·	-2	-1	-0.1

Screening results as filed in PubChem BioAssay.
